inhibitors of VEEV: inhibitors of VEEV TC-83 cytopathic effect, confirmation, Vero cells (AID 588727) | 350,000 compounds, 0.13% hits | Vero cells, VEEV TC-83 cytopathic effect inhibition; higher % means a stronger effect | inhibition, % at 20 µM; hits with a dose series show IC50 in µM; in the data active means a potency from the dose series; inconclusive means inhibition mostly from about 14% at the one dose, without a potency; inactive means the rest, 99 in 100 with inhibition below about 12%; further: strong numbers were not always called active
M. tuberculosis: growth inhibition of non-replicating M. tuberculosis (AID 488890); Mycobacterium tuberculosis non-replicating, growth inhibition; higher % means a stronger effect; inhibition, % at 25 µM, or IC50 in µM where a hit was titrated; 320,000 compounds, 0.39% hits; in the data active means a potency from the dose series; inconclusive means inhibition mostly from about 82% at the one dose, without a potency; inactive means the rest, 99 in 100 with inhibition below about 76%;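 further: plate controls were DMSO cells for no effect and high antibiotic wells for full effect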
influenza NS1A: H1N1 influenza NS1A inhibitors, functional cell based assay (AID 504329) | NS1A functional cell-based assay, percent inhibition; higher % means a stronger effect | inhibition, % at 12.5 µM, or IC50 in µM where a hit was titrated | 340,000 compounds, 0.3% hits; in the data active means a potency from the dose series; inconclusive means inhibition above about 27% without an active follow-up result; further: strong numbers were not always called active
Salmonella PhoP GFP: PhoP regulon inhibitors, Salmonella typhi PhoP promoter GFP reporter, confirmatory (AID 1850). Salmonella Typhi PhoP-promoter GFP reporter, fluorescence, 4 h; higher % means a stronger effect. inhibition, % at 50 µM, or IC50 in µM where a hit was titrated. 310,000 compounds, 0.33% hits; in the data active means a potency from the dose series; inconclusive means inhibition mostly from about 25% at the one dose, without a potency; inactive means the rest, 99 in 100 with inhibition below about 19%;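 further: 0% = induced wells with vehicle and 100% = uninduced wells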
M. tuberculosis HTS: M. tuberculosis growth inhibition, HTS (AID 449762) | M. tuberculosis H37Rv growth inhibition, 7H9 media; higher % means a stronger effect | inhibition, % at 25 µM, or IC50 in µM where a hit was titrated | 330,000 compounds, 0.59% hits; in the data active means a potency from the dose series; inconclusive means inhibition above about 70% without an active follow-up result;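 further: bacterial growth assessed after seven days of incubation; strong numbers were not always called active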
inhibitors of VEEV 10K pilot screen: also measured in inhibitors of VEEV; calls as there; inhibition, %; measured here: 10K pilot screen inhibition
An asterisk follows results filed as active; i = inactive; ? = inconclusive; · = no result given. Compounds as they come; about 1.5% have a hit in one of these screens.

SMILES	inhibitors of VEEV	M. tuberculosis	influenza NS1A	Salmonella PhoP GFP	M. tuberculosis HTS	others
CC(NC(=O)C(=O)N/N=C\c1ccc([N+](=O)[O-])cc1)c1ccccc1 (stereo not given)	0.9%	-1%	-13%	-8%	0%
Clc1cccc(C2CCN(Cc3nc(CC4CC4)no3)C2)c1 (stereo not given)	i	77%	2%	-2%	16%
Cc1ccc(NC(=O)CSc2nccn2Cc2ccccc2)cc1C	i	29%	-9%	1%	0%
Cc1ccc(-n2cccc2/C=N/n2cnnc2)cc1Cl	1.0%	-1%	4%	-2%	-1%
COc1cc(CN2CCCC(CO)(Cc3ccccc3F)C2)ccc1O (stereo not given)	0.5%	3%	-6%	-1%	1%
Nc1nnc(CCS(=O)(=O)c2ccc(Cl)cc2)s1	0.2%	-4%	-7%	-6%	-6%
COc1ccccc1OCC(=O)Nc1cc(C)ccc1NC(=O)c1ccco1	7.5%	-2%	19%	-6%	2%
CC(C)Oc1ccc(NC(=O)c2ccncc2)cc1	i	4%	7%	9%	-3%
Cc1nn(-c2ccccc2)c2nc(-c3ccco3)cc(C(=O)O)c12	0.2%	-15%	-8%	-9%	0%
O=C1c2ccccc2C(=O)c2cc(N3CCCCC3)ccc21	1.4%	·	-3%	·	·
COc1cc2c(cc1OC)CN(C(=S)Nc1ccc(OC(F)F)cc1)CC2	1.4%	2%	-1%	1%	-1%
Cc1c(NC(=O)COC(=O)COc2ccc(Nc3ccccc3)cc2)c(=O)n(-c2ccccc2)n1C	i	63%	6%	-5%	?
COc1ccc(-c2cc(C3CCN(c4ncccc4[N+](=O)[O-])CC3)[nH]n2)cc1	5.9%	37%	8%	-12%	?
O=C(/C=C/c1cccc([N+](=O)[O-])c1)N1CCN(c2ccccn2)CC1	2.0%	-11%	-6%	-7%	6%
O=C(c1ccccn1)N1CCCC(N2CCN(c3ccc(F)cc3)CC2)C1 (stereo not given)	i	4%	-4%	7%	6%
Cc1ccc2ncccc2c1NS(=O)(=O)c1ccccc1	0.2%	17%	2%	-2%	-7%	inhibitors of VEEV 10K pilot screen=2.2
Nc1c(N(CCC2=CCCCC2)C(=O)c2ccco2)c(=O)[nH]c(=O)n1Cc1ccccc1	9.3%	39%	-15%	11%	9%
O=C(CCCN1C(=O)/C(=C/c2ccccc2Cl)SC1=S)N1CCOCC1	13%	39%	-8%	-13%	-10%
COc1cc(S(=O)(=O)NCc2cccnc2)c(OC)cc1Br	2.6%	13%	-4%	-3%	3%
Cc1ccccc1/C=N/Nc1nc2ccccc2[nH]1	6.0%	45%	-2%	-5%	?

Continued; it opens with the two that closed the last part.
SMILES	inhibitors of VEEV	M. tuberculosis	influenza NS1A	Salmonella PhoP GFP	M. tuberculosis HTS	others
COc1cc(S(=O)(=O)NCc2cccnc2)c(OC)cc1Br	2.6%	13%	-4%	-3%	3%
Cc1ccccc1/C=N/Nc1nc2ccccc2[nH]1	6.0%	45%	-2%	-5%	?
CC(OC(=O)/C=C/c1ccccc1Cl)C(=O)NC1CCCCC1C (stereo not given)	2.8%	1%	1%	3%	16%
CCc1nc(SCC(=O)O)c(C#N)cc1C	0.0%	4%	7%	-2%	7%
Cc1cccc(NC(=O)CSc2nc(=O)n3ccccc3n2)c1C	1.3%	-26%	-5%	4%	-5%
C/C(Cn1cnc([N+](=O)[O-])n1)=N\NC(=O)c1ccccc1O	1.4%	38%	-3%	0%	9%	inhibitors of VEEV 10K pilot screen=0.9
COc1ccc2c(OC)cc(=O)n(C)c2c1	0.9%	-4%	3%	-3%	4%
Cc1ccc([N+](=O)[O-])c(NC(=O)COC(=O)C2CC3CCCC(C2)C3=O)c1C (stereo not given)	2.3%	-6%	15%	-6%	-19%
CN(c1ccc(C(=O)N2CCN(Cc3ccc4c(c3)OCO4)CC2)cc1)S(C)(=O)=O	0.3%	-1%	7%	-8%	2%	inhibitors of VEEV 10K pilot screen=0.6
O=C(O)c1cccc(NS(=O)(=O)c2cccc3cccnc23)c1	1.4%	-6%	-1%	-3%	2%
CCOC(=O)c1sc(NC(=O)CSc2nc3cccnc3n2C)nc1C	2.3%	-1%	1%	12%	6%
COc1ccc2c(c1OC)C(=O)OC2Nc1nc2ccccc2s1 (stereo not given)	0.8%	-5%	1%	7%	1%
CC1CC(C)(C)n2c(O)c(N=NC(N)=S)c3cccc1c32 (stereo not given)	0.6%	67%	3%	1%	0%
O=C(c1cnn2c1NC(c1ccc(Br)cc1)CC2C(F)(F)F)N1CCN(C23CC4CC(CC(C4)C2)C3)CC1 (stereo not given)	4.9%	56%	9%	7%	15%
COc1ccc(C(=O)N/N=C(\C)CC(=O)Nc2ccc3c(c2)OCCO3)c(OC)c1	i	-12%	4%	11%	4%
Cc1ccc(C(=O)N2CCN(S(=O)(=O)N3CCCCCC3)CC2)cc1	0.1%	-6%	4%	12%	4%
Cc1cc(S(=O)(=O)Nc2c(NC3CCCCC3)c3ccccc3oc2=O)ccc1F	0.1%	-5%	5%	7%	-5%
Cc1ccc(NC(=O)CCC(=O)N/N=C/c2ccco2)c(C)c1	4.8%	65%	-3%	-1%	-4%
O=C(COC(=O)C1CC1)NCCc1ccc(Cl)cc1	1.4%	·	-3%	·	·
CCCN(Cc1ccc(N(C)C)cc1)CC1CC1	0.6%	-1%	0%	-6%	6%
Cc1cc(C)n2nc(C(=O)OCC(=O)N(Cc3ccccc3)C(C)C)nc2n1	0.6%	·	-17%	·	·
CN(CCc1ccccc1)C(=O)c1cccc(NC(=O)Cc2cccc(NC(=O)C3CCN(C(=O)C4CCC4)CC3)c2)c1	0.2%	·	-10%	·	·
CCOC(=O)C1CCN(C(=O)C2(NC(=O)Nc3ccccc3Cl)CCCCC2)CC1	i	7%	-2%	4%	1%
Cc1cc(Oc2ccc(Cl)cc2)nc(SCC(=O)c2ccccc2)n1	3.5%	14%	-5%	7%	8%
CC(=Nc1ccc2c(c1)CCC2)c1c(O)n(-c2ccccc2)c(=O)[nH]c1=O	0.5%	5%	-16%	1%	1%
CC(=O)Nc1ccc(NC(=O)COc2c(C)cc(Br)cc2C)cc1	1.9%	-8%	-9%	-6%	3%
CCn1c(SCC(N)=O)nc2c(c1=O)C1(CCCC1)Cc1ccccc1-2	5.5%	15%	-1%	-10%	11%
COC(=O)C1=C(c2ccc(F)cc2OCc2ccccc2)C[C@@H]2CC[C@H]1N2C(=O)NCc1ccccc1Br	i	-13%	-1%	·	6%	inhibitors of VEEV 10K pilot screen=1.3
O=C(CCCC(=O)N(CC(=O)NC1CCCCC1)c1cccc(F)c1)Nc1ccccn1	0.3%	1%	-7%	5%	-4%
CCOC(=O)N1CCC(NC(=O)c2ccc(CNS(=O)(=O)c3ccc(F)cc3)cc2)CC1	1.8%	-12%	-8%	0%	3%
CN(C)S(=O)(=O)Oc1cc(Cl)ccc1C(=O)Nc1ccc(F)cc1F	0.0%	-10%	-4%	4%	63%	inhibitors of VEEV 10K pilot screen=0.7
CCCCOC(=O)CNc1n[nH]c(=S)[nH]c1=O	4.2%	5%	3%	6%	0%
CCNCCC(=O)N1c2ccccc2Sc2ccc(NC(=O)OCC)cc21	0.6%	13%	-3%	-3%	10%
O=[N+]([O-])c1ccc(N2CCN(c3ccccc3O)CC2)cc1	0.5%	17%	11%	5%	-2%
CCn1cnc2scc(-c3ccccc3)c2c1=O	5.7%	4%	-2%	2%	4%
Cc1noc(C)c1S(=O)(=O)N(C)Cc1ccccc1	0.7%	-6%	-4%	-9%	0%
CCc1ccc(OCCCC(=O)Nc2ccc(S(N)(=O)=O)cc2)cc1	0.2%	25%	7%	6%	11%
Cc1ccc(S(=O)(=O)N2CCN(C(=O)c3ccccc3-c3nc4ccccc4s3)CC2)c(C)c1	2.8%	0%	6%	0%	1%
O=C(COC(=O)Cc1ccccc1F)NNC(=O)c1ccc(Cl)cc1	0.3%	12%	-5%	8%	21%
COc1ccc(/C(O)=C2/C(=O)C(=O)N(CC3CCCO3)C2c2cccc(O)c2)cc1 (stereo not given)	2.2%	-12%	8%	-9%	-7%
Cn1nc(C(=O)OCC(=O)Nc2ccc3ccccc3c2)c2ccccc2c1=O	0.7%	1%	2%	2%	17%
COc1ccc(-c2ccc3c(c2)S(=O)(=O)c2cccc(C(=O)N4CCN(c5c(Cl)cncc5Cl)CC4)c2C3=O)cc1OC	12%	54%	-3%	·	5%

Continued; it opens with the seven that closed the last part.
SMILES	inhibitors of VEEV	M. tuberculosis	influenza NS1A	Salmonella PhoP GFP	M. tuberculosis HTS	others
Cc1noc(C)c1S(=O)(=O)N(C)Cc1ccccc1	0.7%	-6%	-4%	-9%	0%
CCc1ccc(OCCCC(=O)Nc2ccc(S(N)(=O)=O)cc2)cc1	0.2%	25%	7%	6%	11%
Cc1ccc(S(=O)(=O)N2CCN(C(=O)c3ccccc3-c3nc4ccccc4s3)CC2)c(C)c1	2.8%	0%	6%	0%	1%
O=C(COC(=O)Cc1ccccc1F)NNC(=O)c1ccc(Cl)cc1	0.3%	12%	-5%	8%	21%
COc1ccc(/C(O)=C2/C(=O)C(=O)N(CC3CCCO3)C2c2cccc(O)c2)cc1 (stereo not given)	2.2%	-12%	8%	-9%	-7%
Cn1nc(C(=O)OCC(=O)Nc2ccc3ccccc3c2)c2ccccc2c1=O	0.7%	1%	2%	2%	17%
COc1ccc(-c2ccc3c(c2)S(=O)(=O)c2cccc(C(=O)N4CCN(c5c(Cl)cncc5Cl)CC4)c2C3=O)cc1OC	12%	54%	-3%	·	5%
COc1ccc(C2CC(c3c(Cl)cccc3Cl)n3nc(N)nc3N2)cc1 (stereo not given)	1.2%	-4%	2%	-2%	-5%
Cc1cccc2sc(NC(=O)C3c4ccccc4Oc4ccccc43)nc12	i	35%	-3%	-5%	?
NNC(=S)NCc1ccco1	0.7%	-10%	-3%	-5%	-5%
N#Cc1c(NC(=O)CSc2ncc(-c3ccccc3)n2CC2CCCO2)sc2c1CCCC2 (stereo not given)	i	14%	-2%	-6%	-8%
CC(=O)c1cn(CC(=O)Nc2cccc(C)c2C)c2ccccc12	0.1%	0%	9%	-2%	-2%
O=C(c1ccc(Br)o1)N1CCN(C23CC4CC(CC(C4)C2)C3)CC1	i	3%	-4%	-3%	-9%
CCc1c(C)sc(NC(=O)C2CC(c3c(F)cccc3Cl)=NO2)c1C#N (stereo not given)	0.8%	10%	-4%	-10%	-13%
COc1ccc(S(=O)(=O)c2ccccc2)cc1NC(=O)c1c(F)cccc1F	1.7%	-2%	-28%	2%	-2%
